BLM helicase inh: Bloom syndrome helicase (human) inhibition | Potency, µM (titrated, usually from 56.1 µM), inactives show top-dose activity change, negative = inhibition, usual class: inhibitors | recombinant BLM DNA unwinding, fluorescence dequenching | actives 0.2% (n = 350,000);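 note: plate controls were vehicle for no effect and no enzyme for full effect; nearly all actives have a fitted effect of over 35% in size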
GLS inh: blocks human kidney-isoform glutaminase activity; O94925; GLS enzymatic activity, qHTS titration; Potency, µM (doses to about 45.5 µM), without a hit: at the highest dose activity change, negative = inhibition, most hits filed as inhibitors; actives 0.21% (n = 410,000); note: % is set by controls: 0 for no effect and ±100 for the full control effect
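Coupled fluorescence readout: glutamate oxidase/HRP/Amplex Red detect glutamate formed by hKGA from L-glutamine (1 mM solution added). Buffer 45 mM KH2PO4 pH 8.2, 0.02% Tween-20; reads at t0 and 30 min RT.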
Tb PGK inh: blocks T. brucei phosphoglycerate kinase. P07378. PGK/GAPDH coupled, Kinase-Glo luminescence, 60 min. Potency, µM (series often up to 57.5 µM), inactives show top-dose activity change, negative = inhibition, actives largely listed as inhibitors. actives 0.043% (n = 380,000). AID 602233; note: % is set by controls: 0 for no effect and ±100 for the full control effect; nearly all actives have a fitted effect of over 60% in size
Target sequence (P07378 whole entry, looked up): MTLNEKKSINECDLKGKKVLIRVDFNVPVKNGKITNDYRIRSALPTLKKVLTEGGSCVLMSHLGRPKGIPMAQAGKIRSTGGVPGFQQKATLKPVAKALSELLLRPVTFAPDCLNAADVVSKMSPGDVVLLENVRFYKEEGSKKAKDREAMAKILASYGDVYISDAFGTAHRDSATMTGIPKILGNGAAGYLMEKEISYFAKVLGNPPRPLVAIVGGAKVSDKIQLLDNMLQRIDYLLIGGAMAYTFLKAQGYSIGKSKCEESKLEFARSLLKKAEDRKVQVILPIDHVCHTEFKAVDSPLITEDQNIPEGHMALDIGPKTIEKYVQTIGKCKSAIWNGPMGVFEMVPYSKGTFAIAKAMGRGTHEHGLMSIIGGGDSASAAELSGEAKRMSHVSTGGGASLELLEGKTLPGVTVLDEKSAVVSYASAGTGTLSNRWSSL
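Luminescent ATP detection (Kinase-Glo Plus) follows a 60-minute room-temperature incubation, with wells lacking PGK as controls. Buffer: 100 mM TEA (pH 7.6), 5 mM MgCl2, 0.01% Tween-20. Coupling enzyme GAPDH (100 nM final) supplies unstable 1,3-BPG in-well.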
BAZ2B block: blocks human BAZ2B; Q9UIF8; AlphaScreen BAZ2B-H3K14Ac peptide displacement; Potency, µM (doses to about 114 µM), for the others: at the highest dose activity change, negative = inhibition, usual class: inhibitors; actives 4.4% (n = 360,000); AID 504333; note: % is set by controls: 0 for no effect and ±100 for the full control effect; nearly all actives have a fitted effect of over 60% in size
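BAZ2B (50 nM) with biotin-H3(5-23)K14Ac peptide (50 nM) in PBS pH 7.4, 0.01% Tween-20, preformed 30 min, then compound 30 min at room temperature; top concentration 110uM. AlphaScreen streptavidin donor/nickel chelate acceptor beads (10 ug/mL final), 20 min dark, signal read.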
Pin1 inh: blocks the human prolyl isomerase Pin1 | AID 504891 | Potency, µM (highest dose often 115 µM), without a hit: at the highest dose activity, negative = inhibition, usual class: inhibitors | actives 0.009% (n = 390,000) | Pin1 FP peptide displacement, HiFluor488, 10 min | Q13526; active = well fitted inhibition curve with a large enough effect in the polarisation, with a control signal flat, not every such curve was filed as active; inconclusive = small, poorly fitted or top-dose-only effect, or effect the other way, or a change in a side signal; inactive = no such curve, though single readings can be large or run the other way; the % refers to the polarisation; note: % is set by controls: 0 for no effect and ±100 for the full control effect
Target sequence (Q13526 whole entry, looked up): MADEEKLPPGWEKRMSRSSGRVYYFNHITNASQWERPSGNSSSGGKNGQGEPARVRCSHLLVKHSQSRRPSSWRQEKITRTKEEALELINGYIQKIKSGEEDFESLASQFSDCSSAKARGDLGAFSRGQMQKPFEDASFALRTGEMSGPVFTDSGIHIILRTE
HP1b binding inh: HP1-beta chromodomain-methylated histone interaction inhibition. actives 0.56% (n = 390,000). AlphaScreen HP1-beta / biotin-H3K9me3 peptide binding. P83916. Potency, µM (titrated, usually from 114 µM), inactives show top-dose activity change, negative = inhibition, hits mostly inhibitors; note: nearly all actives have a fitted effect of over 70% in size; inactives centre near 23
Target sequence (P83916 whole entry, looked up): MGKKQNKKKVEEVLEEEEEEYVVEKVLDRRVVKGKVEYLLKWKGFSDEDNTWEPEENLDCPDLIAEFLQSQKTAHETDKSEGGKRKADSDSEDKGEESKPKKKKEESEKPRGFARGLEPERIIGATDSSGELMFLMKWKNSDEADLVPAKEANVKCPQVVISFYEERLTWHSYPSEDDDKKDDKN
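Compound inhibition of the preformed complex between 50 nM HP1-beta and 50 nM biotinylated H3K9me3 peptide was read by AlphaScreen. Buffer was PBS pH 7.4 with 0.01% Tween-20. Incubations ran 30 min at room temperature, with 10 ug/mL donor/acceptor beads.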
G9a inh: blocks human histone lysine methyltransferase G9a; Q96KQ7; Potency, µM (series often up to 102 µM), inactives show at the highest dose activity, negative = inhibition, usual class: inhibitors; AID 504332; actives 8.8% (n = 350,000); G9a H3K9 monomethylation, AlphaScreen, 2 h; note: % is set by controls: 0 for no effect and ±100 for the full control effect; nearly all actives have a fitted effect of over 75% in size
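Readings reflect AlphaScreen signal from monomethyl-H3K9 antibody detection. HMT at 20 nM; substrate b-H3K9 500 nM; cofactor SAM 20 uM; 2 h RT reaction; compounds tested as titrations in qHTS with 15 min preincubation.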
JMJD2A Tudor: JMJD2A Tudor domain (human) inhibition. Potency, µM (series often up to 114 µM), for inactives: at the top dose activity change, negative = inhibition, hits mostly inhibitors. actives 4.4% (n = 390,000). AID 504339. AlphaScreen JMJD2A-Tudor / H3K4me3 peptide binding; note: % is set by controls: 0 for no effect and ±100 for the full control effect; nearly all actives have a fitted effect of over 50% in size
POLI inh: blocks human DNA polymerase iota activity; Potency, µM (series often up to 115 µM), for inactives: at the highest dose activity, negative = inhibition, most hits filed as inhibitors; actives 1% (n = 390,000); Pol iota fluorescent replication assay, 10 min; Q9UNA4; AID 588590
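Fluorescent replication assay read twice, at 0 min and 10 min after adding 50 nM (final) substrate. Enzyme (10 nM) and compounds were first incubated 15 min at room temperature; enzyme-free buffer wells were negative controls.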
Numbers without * were called inactive; i = inactive; ? = inconclusive; / = not tested or not shown; [ ] = remark or other dose. Unless noted, calls come from the whole dose curve; as a rule, active = well fitted curve in the direction sought with a large enough effect; inconclusive = small, poorly fitted or top-dose-only effect, or another doubt; inactive = no such curve, though single readings can be large; an effect the other way counts as inactive or inconclusive. Potency is the fitted concentration of half-maximal effect. Some of the compounds tested; rates above refer to the full screens.

Value order: BLM helicase inh, GLS inh, Tb PGK inh, BAZ2B block, Pin1 inh, HP1b binding inh, G9a inh, JMJD2A Tudor, POLI inh
- CC1CCC(O)(C(C(=O)O)c2ccccc2)CC1 (centres undefined)
    /, -14%, -8%, /, -2%, 24%, /, -5%, 29%
- COc1cccc(-c2nc(CS(=O)CC(=O)NCc3ccccc3)c(C)o2)c1 (centres undefined)
    -1%, -4%, -8%, 10%, 7%, 32%[activator], -11%, -14%, 2%
- COc1ccc(/C=C2\SC(c3ccc(C)cc3)=NC2=O)cc1OC
    -4%, 4%, /, -19%, ?, 20µM*, 2.2µM*, 28µM*, -42%
- COc1ccc(C(=O)OCC(=O)NC2CCCC2)cc1OC
    -1%, -5%, -6%, 3%, -2%, 37%, 1%, 2%, 2%
- CCCCN(CC(=O)Nc1c(C)cccc1CC)C(=O)SCC
    0%, 7%, 7%, 6%, 3%, 17%, -3%[2.33 µM], 0%, 0%
- CC(C)(C)C1CCC(OC(=O)CN2CCOCC2)CC1 (centres undefined)
    -2%, 1%, -3%, 4%, -7%, 41%, 4%, -3%, 14%
- CCC(=O)NC(=S)NNC(=O)c1ccc([N+](=O)[O-])cc1
    -1%, 25%, 3%, 15%[57.1 µM], -3%, 5%, ?, 79µM*, 8%
- CC1CC(=O)N(CC(=O)Nc2ccc3c(c2)OCCO3)c2ccccc2S1 (centres undefined)
    -4%, -6%, i, -3%, -5%, 18%, 20%[59 µM], -16%, -2%[58.9 µM]
- COc1ccc(CN2C(=O)C(C)Nc3ncnc(N4CCOCC4)c32)cc1 (centres undefined)
    /, 1%, 0%, /, 6%, 42%[activator], /, -10%, ?
- CCCCOc1ccc(CNC(=O)NS(=O)(=O)c2ccc(OCC(C)C)cc2)cc1
    1%, -17%, -25%, -20%, -8%, -12%, -10%, ?, -16%
- Cc1nc2ccc([N+](=O)[O-])cc2s1
    -2%, 3%, -3%, -22%, 0%, 33%, -6%, -9%, 113%[activator]
- O=C(NCC1CCCO1)c1cc2c(s1)CCCC2 (centres undefined)
    /, 0%, 5%, -24%, -2%, 43%, 30%[12.7 µM], -3%, 4%
- O=C(NCc1ccco1)c1cccc(S(=O)(=O)N2CCN(Cc3ccccc3)CC2)c1
    /, -21%, -3%, ?, 0%, 0%, -17%[12.7 µM], ?, 56%[activator]
- CCOC(=O)c1sc(NC(=O)C(OC(C)=O)c2ccccc2)nc1C (centres undefined)
    -8%, 5%, 5%, -26%, -1%, 13%, ?, -26%, 13%
- CCc1ccc(-n2c(=O)c3c(C)c(C(=O)N(C)C)sc3n(CC(=O)NCC3CCCO3)c2=O)cc1 (centres undefined)
    -2%, 13%, -1%, -5%, -4%, 0%, 0%, -19%, 101%[activator]

Some of the entries so far, with the structure last:
| BLM helicase inh | GLS inh | Tb PGK inh | BAZ2B block | Pin1 inh | HP1b binding inh | G9a inh | JMJD2A Tudor | POLI inh | molecule |
| --- | --- | --- | --- | --- | --- | --- | --- | --- | --- |
| -1% | 25% | 3% | 15%[57.1 µM] | -3% | 5% | ? | 79µM* | 8% | CCC(=O)NC(=S)NNC(=O)c1ccc([N+](=O)[O-])cc1 |
| -4% | -6% | i | -3% | -5% | 18% | 20%[59 µM] | -16% | -2%[58.9 µM] | CC1CC(=O)N(CC(=O)Nc2ccc3c(c2)OCCO3)c2ccccc2S1 (centres undefined) |
| / | 1% | 0% | / | 6% | 42%[activator] | / | -10% | ? | COc1ccc(CN2C(=O)C(C)Nc3ncnc(N4CCOCC4)c32)cc1 (centres undefined) |
| 1% | -17% | -25% | -20% | -8% | -12% | -10% | ? | -16% | CCCCOc1ccc(CNC(=O)NS(=O)(=O)c2ccc(OCC(C)C)cc2)cc1 |
| -2% | 3% | -3% | -22% | 0% | 33% | -6% | -9% | 113%[activator] | Cc1nc2ccc([N+](=O)[O-])cc2s1 |
| / | 0% | 5% | -24% | -2% | 43% | 30%[12.7 µM] | -3% | 4% | O=C(NCC1CCCO1)c1cc2c(s1)CCCC2 (centres undefined) |
| / | -21% | -3% | ? | 0% | 0% | -17%[12.7 µM] | ? | 56%[activator] | O=C(NCc1ccco1)c1cccc(S(=O)(=O)N2CCN(Cc3ccccc3)CC2)c1 |
| -8% | 5% | 5% | -26% | -1% | 13% | ? | -26% | 13% | CCOC(=O)c1sc(NC(=O)C(OC(C)=O)c2ccccc2)nc1C (centres undefined) |
| -2% | 13% | -1% | -5% | -4% | 0% | 0% | -19% | 101%[activator] | CCc1ccc(-n2c(=O)c3c(C)c(C(=O)N(C)C)sc3n(CC(=O)NCC3CCCO3)c2=O)cc1 (centres undefined) |

(list continues)
Value order: BLM helicase inh, GLS inh, Tb PGK inh, BAZ2B block, Pin1 inh, HP1b binding inh, G9a inh, JMJD2A Tudor, POLI inh
- NC(=O)c1nsc(C(=O)N(Cc2cccnc2)C(C(=O)NCc2ccc(F)cc2)c2ccc(F)cc2)c1N (centres undefined)
    -2%, 4%, 10%, 3%, 3%, 18%, -5%[59 µM], -13%, -26%
- Cc1ccccc1N(C(=O)c1cccs1)c1nc2ccccc2s1
    -8%, -13%, -1%, 7%, 2%, 54%[activator], -32%[59 µM], 17%, 53%[activator]
- CCOc1ccc(NC(=O)c2nnn(CC(=O)Nc3ccccc3OCC)c2N)cc1
    -5%, -1%, -10%, 11%, 3%, 12%, -30%, 10%, -12%
- Cc1c(O)c2cccnc2[nH]c1=O
    1%, 9%, 2%, 11%, 0%, 20%, 18%[59 µM], -14%, 0%
- CCOC(=O)CCC(NC(=O)c1cncc(O)c1)C(=O)OCC (centres undefined)
    1%, -2%, 3%, ?, -8%, 9%, ?, 45µM*, 2%
- CCCCOc1ccc(C(O)C(CN2CCCCC2)c2ccccc2)cc1 (centres undefined)
    1%, -3%, 4%, -18%, -16%, 43%[activator], 6%[59 µM], -11%, 77%[activator]
- CCCOc1ccccc1N1C(=O)CC(N(O)c2ccccc2)C1=O (centres undefined)
    -6%, 1.1µM*, 0%, -4%, -3%, 8%, /, -11%, 38%[activator]
- CCN(CC)CCn1c(=S)[nH]c2ccc(Br)cc2c1=O
    -8%, 17%, -8%, -17%, 0%, 27%, ?, -23%, -28%
- FC(F)(F)c1cccc(N2CCN(Cc3nnc(-c4ccccc4)o3)CC2)c1
    -7%, -9%, -7%, -17%, -1%, 22%, -3%[59 µM], -14%, 8%
- CN(C)C(=S)SCCn1c(N)nc(N(C)C)nc1=O
    -1%, 3%, 0%, 1%, -3%, 16%, /, -10%, 51%[activator]
- Cc1cc(C)cc(N(C)S(=O)(=O)c2nnc(NC(=O)COc3ccc(C)c(C)c3)s2)c1
    -7%, 9%, 6%, -12%, 32%[activator], 14%, -45%[59 µM], -29%, -14%
- CC(=O)Nc1ccc(NC(=O)Cn2c(=O)n(-c3ccccc3)c(=O)c3oc4ccccc4c32)cc1
    0%, 7%, i, -22%, 11%, 26%, 16%, -3%, 23%
- CCN(CC)Cc1csc2ccc(Br)cc12
    -4%, 10%, 3%, 16%, 1%, 41%[activator], -34%[59 µM], 1%, 13%
- Cc1ccc(-c2nc(NCc3ccco3)n(S(C)(=O)=O)n2)cc1
    -7%, 0%, -2%, -2%, -4%, 8%, 1%[59 µM], -20%, 114%[activator]
- CC1=CC(C)(C)Nc2ccc(OC(=O)CN3C(=O)CCC3=O)cc21
    0%, 89%[activator], -2%, -5%, -5%, 14%, 9%[12.7 µM], -6%, -13%
- COc1ccc(OC)c(NC(=O)C2CCCN(S(=O)(=O)c3c(C)noc3C)C2)c1 (centres undefined)
    6%, 10%, i, -28%, -8%, 15%, ?, -21%, 66%[activator]
- CN(C)CCCOc1ccc2c(c1)Sc1ccccc1CC2=O
    120%[activator], 14%, 15%, 13%, -1%, 16%, -27%[59 µM], -19%, 15%
- O=C(NCC(c1ccco1)N1CCOCC1)C1CCCCC1 (centres undefined)
    /, 2%, 1%, 10%, 5%, 3%, -5%, -12%, 44%[activator]
- COc1cccc(C(=O)Nc2ccc(-n3nncc3C(C)(C)C)cc2)c1
    -8%, 17%, 11%, -19%, 3%, 21%, ?, -4%, 73%[activator]
- CCOC(=O)N1CCN(C(=O)C(=O)N/N=C/c2ccc(OC)cc2OC)CC1
    1%, 4%, 1%, 0%, 11%, 13%, 43%[59 µM], -5%, 2%[58.9 µM]
- O=C(NCc1cccnc1)c1cccc2c1C(=O)N(Cc1cccnc1)C2
    -4%, 0%, -8%, -9%, -5%, 18%, 14%[59 µM], ?, 4%
- Cc1[nH]c(=O)[nH]c(=O)c1S(=O)(=O)Nc1ccc(Br)cc1F
    0%, 1%, -1%, 4%, -8%, 22%, -9%, -14%, 2%
- Cc1c(C(=O)N2CCCC2)oc2c1-c1nn(CC(=O)NCc3ccccc3F)cc1CC2
    0%, -11%, 1%, ?, -8%, 11%, -32%[59 µM], -17%, 9%
- Cc1ccc(S(=O)(=O)/N=c2\ccc(Cl)cn2C(F)F)cc1
    1%, -2%, -7%, 31%, 5%, 23%, -41%, -5%, 8%
- Cc1ccc(NC(=O)C(C)OC(=O)/C=C/c2ccccc2)cc1 (centres undefined)
    -1%, 0%, 4%, -14%, 0%, 20%, 24%, -23%, 35%[activator]
- Cc1c(C(=O)Nc2ccc(C(C)C)cc2)sc2nc[nH]c(=O)c12
    -2%, -2%, -3%, 3%, 0%, 16%[57 µM], -2%[59 µM], -14%, -9%
- O=C(CCc1nnc(Cc2cccc(C(F)(F)F)c2)o1)NCCc1ccccc1F
    -2%, -3%, -8%, 6%, 1%, 35%, 15%, -9%, -17%

High-throughput results deposited in PubChem by National Center for Advancing Translational Sciences (NCATS).
